Source: PubChem (National Center for Advancing Translational Sciences (NCATS))
12-hLO inh: inhibitors of human 12-lipoxygenase (ALOX12) | 150,000 tested, 0.12% active | Potency, µM (titrated, usually from 57.1 µM), for the others: at the highest dose activity change, negative = inhibition, usual class: inhibitors | purified 12-hLO, xylenol orange hydroperoxide absorbance | P18054; note: potency is the fitted concentration of half-maximal effect; nearly all actives have a fitted effect of over 55% in size; many of its hits are not listed in these tables
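Hydroperoxide formation by human 12-lipoxygenase from 40 uM arachidonic acid was followed colorimetrically via ferric-xylenol orange complex, using the 573/405 nm absorbance ratio. Enzyme concentration was 150 nM, with 30 min reaction at room temperature.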
ALOX15B inhib: blocks human 15-lipoxygenase 2 activity. O15296. purified 15hLO-2, xylenol orange hydroperoxide absorbance. Potency, µM (series often up to 57.1 µM), without a hit: at the highest dose activity change, negative = inhibition, usual class: inhibitors. 110,000 tested, 0.56% active. AID 881; note: potency is the fitted concentration of half-maximal effect; nearly all actives have a fitted effect of over 60% in size; many of its hits are not listed in these tables
Target sequence (O15296 whole entry, looked up): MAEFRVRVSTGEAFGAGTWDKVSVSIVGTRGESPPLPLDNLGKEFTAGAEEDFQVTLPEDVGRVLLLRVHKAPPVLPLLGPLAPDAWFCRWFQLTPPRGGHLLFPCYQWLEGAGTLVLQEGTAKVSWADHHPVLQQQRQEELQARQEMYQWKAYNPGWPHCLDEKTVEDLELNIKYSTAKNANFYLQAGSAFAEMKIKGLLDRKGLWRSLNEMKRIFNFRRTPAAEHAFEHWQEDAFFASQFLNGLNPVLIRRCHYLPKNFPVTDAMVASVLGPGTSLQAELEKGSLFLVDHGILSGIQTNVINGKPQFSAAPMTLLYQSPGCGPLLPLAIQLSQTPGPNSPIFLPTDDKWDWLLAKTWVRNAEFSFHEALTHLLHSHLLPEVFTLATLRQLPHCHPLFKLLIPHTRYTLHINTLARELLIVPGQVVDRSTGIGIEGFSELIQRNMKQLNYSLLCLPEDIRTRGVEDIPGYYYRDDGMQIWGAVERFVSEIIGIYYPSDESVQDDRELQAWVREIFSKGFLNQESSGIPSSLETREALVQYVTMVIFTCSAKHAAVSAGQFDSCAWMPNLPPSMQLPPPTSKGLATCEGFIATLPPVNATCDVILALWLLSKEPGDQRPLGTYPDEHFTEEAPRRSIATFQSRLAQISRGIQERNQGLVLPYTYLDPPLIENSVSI
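Enzyme 50 nM, AA 45 uM, 25 mM Hepes pH 7.5 + 0.01% Triton X-100; cpd preinc 15 min RT, rxn 90 min RT; stop/detect with 200 uM XO + 300 uM Fe(II) in 50 mM H2SO4, 30 min; A573/A405.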
PNC inhibitor: inhibitors of perinucleolar compartment assembly; PC3M PTB-GFP, PNC prevalence imaging, 16 h; hits give low values; activity change (PNC), negative = inhibition, % at 10 µM; 140,000 tested, 3.1% active; AID 2417;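 active = readout at or below -70, meaning at least 70% loss of cells showing the perinucleolar compartment, a nuclear body marking cancer cells; inconclusive = readout between -30 and a set limit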;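 note: plate controls were DMSO wells for no effect and camptothecin positive control wells for full effect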
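Read-out is percentage of cells bearing a perinucleolar compartment, from automated 20x imaging of fixed, Hoechst-stained PC3M PTB-GFP cells. Cells were seeded 4 h, then exposed 16 h to compound (23 nl of library stock) in duplicate plates.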
IMPase inh: IMPase inhibition in cells; CHO-M1 cells, IP1 accumulation, HTRF TR-FRET ratio; inhibition (IP1 accumulation), % at 46.1 µM; 120,000 tested, under 10 active; active = well fitted curve in the direction sought with a large enough effect in the signal ratio, not every such curve was filed as active; inconclusive = small, poorly fitted or top-dose-only effect, or a change in a side signal; inactive = no such curve, though single readings can be large or run the other way; the % refers to the signal ratio;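 note: cells stimulated with carbachol in lithium chloride buffer; plate controls were DMSO basal wells for no effect and reference inhibitor wells for full effect; higher means more IMPase inhibition seen as more IP1 and lower FRET ratio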
Target sequence (P97697 whole entry, looked up): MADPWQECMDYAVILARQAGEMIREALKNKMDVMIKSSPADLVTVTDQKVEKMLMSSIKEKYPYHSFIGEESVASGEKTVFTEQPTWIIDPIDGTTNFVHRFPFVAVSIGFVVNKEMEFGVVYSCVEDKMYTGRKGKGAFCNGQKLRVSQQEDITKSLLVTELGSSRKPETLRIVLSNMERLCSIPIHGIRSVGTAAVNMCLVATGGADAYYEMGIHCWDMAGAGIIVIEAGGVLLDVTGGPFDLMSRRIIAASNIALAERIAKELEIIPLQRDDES
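Measured: the HTRF emission ratio (665/620 nm) plus the 620 nm donor channel, each fitted to the Hill equation to give AC50. Cells were CHO-M1 given compounds up to 46 uM and a 30 min carbachol stimulation at 37C.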
Starred values were filed as active, the others as inactive; ? = inconclusive; . = no result given; [ ] = another dose, or the depositor's remark. Unless noted, calls come from the whole dose curve; as a rule, active = well fitted curve in the direction sought with a large enough effect; inconclusive = small, poorly fitted or top-dose-only effect, or another doubt; inactive = no such curve, though single readings can be large; an effect the other way counts as inactive or inconclusive. Unless noted, % is set by controls: 0 for no effect and ±100 for the full control effect. Some of the compounds tested; the hit share may differ from the screen's.

1) NC(=O)C1CCN(c2oc(-c3ccccc3F)nc2S(=O)(=O)c2ccc(Cl)cc2)CC1
2) c1ccc(-c2cc3n(c2)CCc2ccccc2-3)cc1
3) CC(=O)c1c(C)nn(CC(O)COc2ccc3c(c2)CCC3)c1C (stereo not given)
4) O=C(Cc1ccccc1)NC(Nc1ccccc1)C(Cl)(Cl)Cl (stereo not given)
5) CC1=C(C(=O)Nc2ccccc2)C2(CCCCC2)C(C(N)=O)C(=S)N1 (stereo not given)
6) COc1ccc(-n2nnc3c(=O)n(CC(=O)NCC4CCCO4)cnc32)cc1 (stereo not given)
7) Cc1ccccc1OCCn1nc(C(=O)O)c2ccccc2c1=O
8) Cc1ccc(S(=O)(=O)N(CC(=O)N/N=C\c2cccs2)c2cccc3cccnc23)cc1
assay / compound,1,2,3,4,5,6,7,8
PNC inhibitor,12,?,?,-11,9,-30,31,?
ALOX15B inhib,10%[2.29 µM],.,7%,1%,.,?,1%,.
12-hLO inh,6%,-1%,-1%,-5%,-1%,4%,0%,2%
IMPase inh,-10,?,6,8,.,1,4,.

9) O=C(CC1CCCCC1)NCc1cn2ccsc2n1
10) Cc1ccc2cc(CN(Cc3ccco3)C(=O)c3ccccc3)c(=O)[nH]c2c1C
11) O=Cc1ccc(N2CCCCCC2)cc1
12) C=CCN(CC=C)Cc1c(C)[nH]c2ccc(C(=O)OCC)cc2c1=O
13) Cc1ccccc1NC(=O)CSc1ccsc1[N+](=O)[O-]
14) O=C(Nc1ccc(-n2nncc2-c2ccco2)cc1)c1ccc(F)cc1
15) CCN(CC)CCOCCOC(=O)C1(c2ccccc2)CCCC1
16) COC(=O)c1cc(OC)c(OC)cc1NC(=O)c1ccc(OC)c(OC)c1
assay / compound,9,10,11,12,13,14,15,16
PNC inhibitor,6,-12,-5,7,41,15,.,?
ALOX15B inhib,3%,1%,-6%,4%,.,-8%,34%[activator],2%
12-hLO inh,-6%,-5%,-9%,-3%,-4%,-3%,8%,-6%
IMPase inh,5,1,-3,-7,.,8,11,5

Some of these compounds in order of the IMPase inh value, largest number first.
| item | structure | IMPase inh |
| --- | --- | --- |
| 15 | CCN(CC)CCOCCOC(=O)C1(c2ccccc2)CCCC1 | 11 |
| 14 | O=C(Nc1ccc(-n2nncc2-c2ccco2)cc1)c1ccc(F)cc1 | 8 |
| 16 | COC(=O)c1cc(OC)c(OC)cc1NC(=O)c1ccc(OC)c(OC)c1 | 5 |
| 10 | Cc1ccc2cc(CN(Cc3ccco3)C(=O)c3ccccc3)c(=O)[nH]c2c1C | 1 |

(further entries)
17) O=C(NNS(=O)(=O)c1ccc(Cl)cc1)c1ccc(S(=O)(=O)N2CCCCC2)cc1
18) CCOC(=O)CNS(=O)(=O)CCN1C(=O)c2ccccc2C1=O
19) Cc1cc(/C=N/n2cnnc2)c(C)n1-c1ccc(OCc2ccc(Cl)cc2Cl)cc1
20) Cc1noc(C)c1COc1ccc(C(=O)OCC(=O)N2CC(=O)Nc3ccccc32)cc1
21) COc1ccc(OCC(=O)N/N=C/c2ccc(O[C@@H]3O[C@H](CO)[C@@H](O)[C@H](O)[C@H]3O)cc2)cc1
22) Cn1c(=O)cc(OCC(=O)NCc2ccccn2)c2ccccc21
23) COC(=O)c1ccc(NC(=S)NCCC2=CCCCC2)cc1
24) CCOC(=O)c1[nH]c(COC(=O)C2CC(=O)N(Cc3ccccc3)C2)c(C(=O)OCC)c1C (stereo not given)
assay / compound,17,18,19,20,21,22,23,24
PNC inhibitor,7,1,12,-27,29,44,?,41
ALOX15B inhib,.,1%,10%,-3%,.,1%,0%,-1%
12-hLO inh,-6%,4%,-12%,0%,11%,1%,-26%,-16%
IMPase inh,.,1,15,10,-8,6,7,10

25) Cc1ccccc1-c1nc(CN2CCCC(C(=O)NCc3cccnc3)C2)c(C)o1 (stereo not given)
26) CCS(=O)(=O)c1ccc2oc(SCC(=O)c3ccco3)nc2c1
27) COc1ccc2nc(NC(=O)CSc3nc(C)cc(C)n3)sc2c1
28) NC(=O)c1ccc(OCC(F)(F)C(F)(F)C(F)(F)C(F)(F)C(F)(F)C(F)F)cc1
29) CC1CCCC(NC(=O)c2cn(C)c3ccc(S(=O)(=O)N4CCCC4)cc3c2=O)C1C (stereo not given)
30) COc1ccc(-c2coc3c(O)c(OC)ccc3c2=O)cc1
31) CCCNC(=O)CN1C(=O)NC2(CCCc3cc(OC)ccc32)C1=O (stereo not given)
32) COc1ccc(S(=O)(=O)N(C(=O)c2ccncc2)c2ccc3oc4c(c3c2)CCCC4)cc1
assay / compound,25,26,27,28,29,30,31,32
PNC inhibitor,61,29,32,102,46,.,21,-18
ALOX15B inhib,.,-13%,-5%,-17%,-12%,-9%,-7%,.
12-hLO inh,6%,-2%,2%,-6%,-1%,-9%,-1%,-4%
IMPase inh,6,-2,-1,4,1,.,-1,-7

33) CCn1c(/C=C/Nc2ccccc2)[n+](CC)c2ccc(Cl)cc21
34) O=C(/C=C/c1ccccc1)N(c1ccccn1)C1CCCCC1
35) Cc1cc(C)n(-c2nc3ccccc3nc2Nc2ccc(CC(=O)O)cc2)n1
36) CCn1c2ccccc2c2cc(NC(=O)CCCN3C(=O)CCC3=O)ccc21
37) CO[C@H]1C=CO[C@@]2(C)Oc3c(C)c(O)c4c(O)c(c(C=NN5CCN(C)CC5)c(O)c4c3C2=O)NC(=O)C(C)=CC=C[C@H](C)[C@H](O)[C@@H](C)[C@@H](O)[C@@H](C)[C@H](OC(C)=O)[C@@H]1C
38) Nc1ccccc1C(=O)NNc1ncc(C(F)(F)F)cc1Cl
39) CCN(CC)c1nc(N)c2c(N)n(-c3ccccc3C)c(=S)c(C#N)c2c1C#N
40) O=C(CSc1nc(C2CC2)nc2ccccc12)NCc1ccc2c(c1)OCO2
assay / compound,33,34,35,36,37,38,39,40
PNC inhibitor,?,?,-12,-15,-115*,8,16,27
ALOX15B inhib,.,2%,-13%,6%[2.29 µM],.,1%,?,-19%
12-hLO inh,-3%,7%,-8%,4%,-27%,-2%,-22%,-2%
IMPase inh,.,4,1,4,.,1,-3,-7

Of the compounds above, 4 contain an aryl thioether with sulfur outside any ring:
13) Cc1ccccc1NC(=O)CSc1ccsc1[N+](=O)[O-]
26) CCS(=O)(=O)c1ccc2oc(SCC(=O)c3ccco3)nc2c1
27) COc1ccc2nc(NC(=O)CSc3nc(C)cc(C)n3)sc2c1
40) O=C(CSc1nc(C2CC2)nc2ccccc12)NCc1ccc2c(c1)OCO2
assay / compound,13,26,27,40
PNC inhibitor,41,29,32,27
ALOX15B inhib,.,-13%,-5%,-19%
12-hLO inh,-4%,-2%,2%,-2%
IMPase inh,.,-2,-1,-7

(further entries)
41) CC(C)OP(=O)(c1ccc(N(C)C)cc1)C(O)c1ccccc1F (stereo not given)
42) Cc1cccc(C(=O)N/N=C/c2ccc(OC3CSC3)cc2)c1
43) CC(=O)NC(Cc1ccccc1)C(=O)NC1CCN(c2ncccc2[N+](=O)[O-])CC1 (stereo not given)
44) Cc1ccccc1NC(=O)/C(C#N)=C/c1ccccc1C(F)(F)F
45) CCOC(=O)CCC(=O)N1CCOCCN(C(=O)CCC(=O)OCC)CCOCC1
46) CC(=O)N1CCC2(CCCN(Cc3cc(C(F)(F)F)cc(C(F)(F)F)c3)C2)CC1
47) COc1ccc(NC(=O)c2c(-c3ccccc3)noc2C)c(OC)c1
48) CCC(C)NS(=O)(=O)c1ccc(NC(=O)CCC2CCCCC2)cc1 (stereo not given)
assay / compound,41,42,43,44,45,46,47,48
PNC inhibitor,-17,-15,23,-22,-6,.,-6,-16
ALOX15B inhib,.,-7%,.,.,2%,12%,3%,5%
12-hLO inh,1%,-2%,4%,-1%,-3%,5%,-5%,4%
IMPase inh,-7,6,2,2,1,.,7,-2

Pulled one by one from above, 3 records:
41) CC(C)OP(=O)(c1ccc(N(C)C)cc1)C(O)c1ccccc1F (stereo not given)
45) CCOC(=O)CCC(=O)N1CCOCCN(C(=O)CCC(=O)OCC)CCOCC1
47) COc1ccc(NC(=O)c2c(-c3ccccc3)noc2C)c(OC)c1
assay / compound,41,45,47
PNC inhibitor,-17,-6,-6
ALOX15B inhib,.,2%,3%
12-hLO inh,1%,-3%,-5%
IMPase inh,-7,1,7

Other entries.
49) CCOc1ncccc1C(=O)OCC(=O)N1CCN(S(=O)(=O)c2ccccc2)CC1
50) C=CCc1cc(Cl)ccc1OCCCNC(C)C
51) Cn1c(=O)c2c(nc(CN3CCOCC3)n2CCN2CCOCC2)n(C)c1=O
52) COc1cc(O)c(C(=O)/C=C/c2ccc(OC)c(O)c2)c(OC)c1
53) O=C(Cn1cc(SCc2ccccc2Cl)c2ccccc21)N1CCOCC1
54) CC(C)CCNC(=O)NC(=O)CN1C(=O)NC2(CCCCC2)C1=O
55) CCOCCCNC(=O)C(NC(=O)c1ccc(=O)[nH]c1)c1ccc(Cl)cc1 (stereo not given)
56) CC(=O)O[C@]1(C(C)=O)CC[C@H]2[C@@H]3C=C(Cl)C4=CC(=O)CC[C@]4(C)[C@H]3CC[C@@]21C
assay / compound,49,50,51,52,53,54,55,56
PNC inhibitor,?,?,?,.,2,-23,2,-1
ALOX15B inhib,1%,.,2%,?,.,.,6%,12%[0.0915 µM]
12-hLO inh,2%,2%,0%,-28%,-2%,-6%,8%,3%
IMPase inh,10,.,6,.,-2,0,3,.

57) COC(=O)c1c(C)nc(C)c2c(=O)oc3ccccc3c12
58) COC(CN(C(=O)CCl)C(C(=O)NC1CCCC(C)C1C)c1ccc(C)cc1)OC (stereo not given)
59) CCc1nnc(NC(=O)c2cccnc2)s1
60) CCCn1nc(CC(=O)OCC)c2ccccc2c1=O
61) CC(C)(C)NC(=O)CSC(=Nc1ccc(F)cc1)NC#N
62) O=C1OCCC1Sc1nnc(-c2cccc(Br)c2)o1 (stereo not given)
63) CCCNC(=O)NC(=O)CSc1ncc(C(F)(F)F)cc1Cl
64) CC1(C)Cc2ccccc2C(/C(=N\Nc2cccc(Cl)c2)C(N)=O)=N1
65) CCN(CC)S(=O)(=O)c1ccc(C)c(NC(=O)CSc2nc3ccccc3[nH]2)c1
66) COc1cc(/C=C2\SC(=S)NC2=O)ccc1OS(=O)(=O)c1ccccc1
67) Nc1c(C(=O)NCC2CCCO2)c2nc3ccccc3nc2n1-c1ccccc1 (stereo not given)
assay / compound,57,58,59,60,61,62,63,64,65,66,67
PNC inhibitor,-8,22,-6,83,?,1,5,-20,-92*,?,20
ALOX15B inhib,8%,.,4%,-8%,0%,1%,-4%,.,.,.,-12%
12-hLO inh,-5%,1%,-1%,-5%,-4%,-4%,-5%,-18%,-3%,-29%,-7%
IMPase inh,3,6,6,5,9,4,-4,4,.,.,4
